ROS inducer: cancer cell ROS induction | U2OS ROS induction, H2DCF-DA fluorescence | ROS induction (% of piperlongumine), % at 10 µM | hit rate 2% among 46,000; in the data active = ROS induction above about 79%, passing the limit was not always enough;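 also: 0% = DMSO vehicle median and 100% = reference compound median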
Active calls of the source: *; & = joins results of further samples. Not all compounds are listed (hit frequency here may not be typical).

# | Structure | ROS inducer
1 | CO[C@H]1[C@@H](O)[C@@H](C)O[C@@H](OC2CCC3(C)C(CC[C@@H]4[C@@H]3CCC3(C)C(C5=CC(=O)OC5)C(O)CC43O)C2)[C@@H]1O (stereo partly specified) | 8
2 | CSC1=NN1c1cc(C)nc(N)n1 | -4
3 | O=c1[nH]c2ccccc2n1CCCN1CCC(n2c(=O)[nH]c3cc(Cl)ccc32)CC1 | 20
4 | O=C(O)Cn1cc(C(=O)c2ccccc2)c2ccccc21 | -8
5 | O=c1c2ccccc2nc(CSc2ccccn2)n1-c1cccc(C(F)(F)F)c1 | 6
6 | CC[C@H]1CN2CC[C@H]1C[C@H]2[C@H](O)c1ccnc2ccc(OC)cc12 | 3
7 | Cc1ccc(C(C)C)cc1OP1(=O)COc2ccccc2OC1 | 8
8 | CCOC(=O)CN1C(=O)C2(C(C(=O)OCC)=C(N)OC3=C2C(=O)CC(C)(C)C3)c2ccccc21 (stereo unspecified) | 10
9 | CC(C)[C@H]1C(=O)N2CCC[C@H]2[C@]2(O)O[C@](NC(=O)[C@@H]3C=C4c5cccc6[nH]cc(c56)C[C@H]4N(C)C3)(C(C)C)C(=O)N12 | 45
10 | Cc1ccc2[nH]cc(CC(C)N)c2c1 (stereo unspecified) | -11
11 | COc1cc2c(cc1O)CC1c3c(cc(O)c(OC)c3-2)CCN1C (stereo unspecified) | 1
12 | O=c1[nH]c(=O)n(-c2ccccc2F)c(O)c1C=NCCC1=CCCCC1 | -10
13 | CC1CCCCCC(=O)c2c(O)cc(O)cc2CC(=O)O1 (stereo unspecified) | 5
14 | CC(C)(C)c1cc(C=C(C#N)C#N)cc(C(C)(C)C)c1O | 20
15 | CN[C@@H]1C[C@@]2(C)O[C@@H]([C@@H]1OC)n1c3ccccc3c3c4c(c5c6ccccc6n2c5c31)C(=O)NC4 | 38
16 | O=C(NC1CN2CCC1CC2)c1cccc(Cl)c1 (stereo unspecified) | 88*
17 | C/C1=C/[C@@H](C)C/C=C/[C@H]2[C@@H]3O[C@]3(C)[C@@H](C)[C@H]3[C@H](Cc4c[nH]c5ccccc45)NC(=O)[C@]32C(=O)/C=C\C(=O)[C@@H]1O | 47
18 | CC(=O)c1ccccc1NC(=O)C1C2CCC(O2)C1C(=O)O (stereo unspecified) | 4
19 | COP(=S)(OC)SCn1nnc2ccccc2c1=O | -10
20 | O=C(NC(=O)c1ccccc1Cl)Nc1ccc2c(c1)S(=O)(=O)C=C2 | -1
21 | CCOC(=O)c1c(C)n(C2CCCCC2)c2ccc(O)cc12 | 23
22 | Cc1cccc(NC2=NCCCS2)c1 | -6
23 | CCN(CC)c1nc2ccccc2c(=O)n1-c1ccccc1 | 6
24 | CN1CCCCC1c1ccc(-c2cccnc2)nc1 (stereo unspecified) | -2
25 | CC1(C)C(C(=O)Nc2ccccc2C#N)C1(C)C | 58
26 | CC1=CC2OC3[C@H](O)C[C@@](C)([C@]34CO4)[C@@]2(CO)[C@H](O)C1=O (stereo partly specified) | 16
27 | CCOP(=S)(OCC)Oc1nc(Cl)c(Cl)cc1Cl | -10
28 | CC[C@@H](C)C(=O)O[C@H]1[C@H](O)[C@H]2[C@@H](CN3C[C@@H](C)CC[C@H]3[C@@]2(C)O)C2C[C@]34O[C@@]5(O)[C@@H](OC(=O)[C@](C)(O)CC)CC[C@@]3(C)[C@@H]5[C@@H](OC(C)=O)[C@@H](OC(C)=O)[C@H]4[C@@]21O (stereo partly specified) | 4
29 | O=c1ccc2cc(O[C@@H]3O[C@H](CO)[C@@H](O)[C@H](O)[C@H]3O)c(O)cc2o1 | -10
30 | C[C@]12CC[C@H](O)C[C@H]1CC[C@@H]1[C@@H]2CC[C@]2(C)[C@@H](C3=CC(=O)OC3)CC[C@]12O | 1
31 | C[C@H](CO)N1C[C@H](C)[C@H](CN(C)C(=O)Oc2ccc3ccccc3c2)OCc2cnnn2CCCC1=O | 64
32 | CCCN(CCC)CCc1c[nH]c2ccc(C(N)=O)cc12 | -7
33 | CC1=CC(=O)C2=C(C)C[C@H](O)[C@@H]3[C@H](OC(=O)[C@H]3C)[C@@H]12 | -8
34 | C/C(CC(c1ccccc1)c1c(O)c2ccccc2oc1=O)=N/O (stereo unspecified) | 68
35 | CCN1C[C@]2(C)CC[C@H](O)[C@@]34C2[C@H](OC)C([C@@H]13)[C@@]1(O)C[C@H](OC)[C@H]2C[C@@H]4[C@@H]1[C@H]2O | -14
36 | CCc1ccc(NC2=NCCS2)cc1 | 14

Compounds listed so far that have an aryl methoxy group, in the order listed:
# | Structure | ROS inducer
6 | CC[C@H]1CN2CC[C@H]1C[C@H]2[C@H](O)c1ccnc2ccc(OC)cc12 | 3
11 | COc1cc2c(cc1O)CC1c3c(cc(O)c(OC)c3-2)CCN1C (stereo unspecified) | 1

Additional compounds
# | Structure | ROS inducer
37 | COC(=O)CC1(CC(=O)OC)C(=O)N(C)C(=O)N(C)C1=O | -2
38 | C[C@H]1CN([C@@H](C)CO)C(=O)CCCn2cc(nn2)CO[C@@H]1CN(C)C(=O)Oc1cccc2ccccc12 | 14
39 | OC[C@H]1O[C@@H](n2cnc3cc(Cl)c(Cl)cc32)C(O)[C@H]1O (stereo partly specified) | -11
40 | COC(=O)C12CC3CC(C(C)O)C1N(CCc1c2[nH]c2cc(OC)ccc12)C3 (stereo unspecified) | 10
41 | OC[C@H]1O[C@@H](Oc2c[nH]c3ccc(Br)c(Cl)c23)[C@H](O)[C@@H](O)[C@H]1O | 7
42 | CCN1C[C@]2(C)CC[C@H](OC)[C@@]34C2[C@H](O)C([C@@H]13)[C@@]1(OC)C[C@H](OC)[C@H]2C[C@@H]4[C@@H]1[C@H]2O | -11
43 | CCN1C[C@]2(COC)[C@H](O)C[C@H](OC)[C@@]34[C@@H]5C[C@]6(O)[C@H](OC(=O)c7ccccc7)[C@@H]5[C@@](OC(C)=O)(C([C@H](OC)[C@H]23)[C@@H]14)[C@@H](O)[C@@H]6OC | -7
44 | CC(C)Nc1nc(Cl)nc(NC(C)C)n1 | -12
45 | C[C@@H]1C(=O)O[C@H]2[C@H]1CC[C@@]1(C)C=CC(=O)[C@@]3(C)O[C@@]213 | -4
46 | C[C@@H]1CN([C@H](C)CO)C(=O)CCCn2cc(nn2)CO[C@@H]1CN(C)C(=O)Oc1ccc2ccccc2c1 | 31
47 | COC(=O)C1=COC(C)C2CN3CCc4c([nH]c5cc(OC)ccc45)C3CC12 (stereo unspecified) | 103*
48 | O=S1(=O)CC2(N3CCOCC3)CCCCCCC21 (stereo unspecified) | -4
49 | O=C1NC(=O)N(c2ccccc2)C(=O)/C1=C/c1ccco1 | 83*
50 | C/C=C(\C)C(=O)OC1C(C)=C2C(C1OC(=O)CCCCCCC)C(C)(OC(C)=O)CC(OC(=O)CCC)C1(O)C2OC(=O)C1(C)O (stereo unspecified) | 5
51 | CCC1(CC)OC(c2cccnc2)Nc2ccccc21 (stereo unspecified) | -11
52 | COC(=O)NC(=S)Nc1ccccc1NC(=S)NC(=O)OC | 3
53 | Cc1ccc2cc3c(ccc4ccccc43)c3c2c1CC3 | 6
54 | COC(=O)C1=CO[C@H](C)[C@@H]2CN3CCC4(C(=O)Nc5ccccc54)C3C[C@H]12 (stereo partly specified) | 5
55 | CC(C)c1cc2c(cc1O)[C@@]1(C)CCCC(C)(C)[C@@H]1CC2O (stereo partly specified) | 0
56 | Nc1ccc(CCN2CCN(c3cccc(C(F)(F)F)c3)CC2)cc1 | -5
57 | C[C@H]1O[C@@H](O[C@H]2CC[C@]3(CO)C4CC[C@]5(C)[C@@H](C6=CC(=O)OC6)CC[C@]5(O)[C@@H]4CC[C@H]3C2)[C@H](O)[C@H](O)[C@@H]1O[C@@H]1O[C@H](CO)[C@@H](O)[C@H](O)[C@H]1O (stereo partly specified) | 8
58 | COc1ccc(CN2CCN(Cc3ccccc3C)CC2)cc1 | -6
59 | O=C(NC(=O)c1c(F)cccc1F)Nc1cc(Cl)c(OC(F)(F)C(F)C(F)(F)F)cc1Cl (stereo unspecified) | 4
60 | CCc1cccc(C)c1N(C(=O)CCl)C(C)COC (stereo unspecified) | 1
61 | C[C@H](CO)N1C[C@H](C)[C@H](CN(C)C(=O)Oc2ccccc2)OCc2cnnn2CCCC1=O | -1
62 | CC(N)Cc1ccc(O)cc1 (stereo unspecified) | -1
63 | COC1CC(O[C@H]2CC[C@@]3(C)C(CCC4C3CC[C@]3(C)C(C5=CC(=O)OC5)CCC43O)C2)OC(C)C1OC1OC(COC2OC(CO)C(O)C(O)C2O)C(O)C(O)C1O (stereo partly specified) | -7
64 | CC(=O)OC[C@]12C[C@H](O)C(C)=C[C@H]1O[C@@H]1[C@H](O)[C@@H](OC(C)=O)[C@@]2(C)[C@]12CO2 | -2
65 | N#C[C@@H](OC1OC(COC2OCC(O)C(O)C2O)C(O)C(O)C1O)c1ccccc1 (stereo partly specified) | -9
66 | COc1ccc2c(c1OC)CN1CCc3cc4c(cc3C1C2)OCO4 (stereo unspecified) | -10
67 | N[C@H](CO)Cc1ccccc1 | -16
68 | C[C@H]1O[C@@H](O[C@H]2[C@@H](O)C[C@H](O[C@H]3[C@@H](O)C[C@H](O[C@H]4CC[C@@]5(C)[C@H](CC[C@@H]6[C@@H]5CC[C@]5(C)[C@@H](C7=CC(=O)OC7)CC[C@]65O)C4)O[C@@H]3C)O[C@@H]2C)C[C@H](O)[C@@H]1O | 114*
69 | C=C[C@H]1[C@H](O[C@@H]2O[C@H](CO)[C@@H](O)[C@H](O)[C@H]2O)OC=C2C(=O)OCC[C@H]21 | 2
70 | O=c1c2ccccc2[se]n1-c1ccccc1 | -3
71 | CC[C@@H](CO)NC(=O)[C@@H]1C=C2c3cccc4[nH]cc(c34)C[C@H]2N(C)C1 | -13&-3
72 | CN1C(=O)NC(=O)/C(=C\C=C\c2ccco2)C1=O | -9
73 | COc1cccc(CNCCc2c[nH]c3ccccc23)c1 | -2
74 | c1cncc([C@H]2CCCCN2)c1 | -5
75 | CCOC(=O)[C@@H]1[C@@H]2NC(=O)N[C@@]1(C)Oc1ccccc12 | -11
76 | CCCSP(=O)(OCC)SCCC | 6
77 | C=C(CO)C(=O)O[C@H]1C/C(C)=C\CC/C(CO)=C\[C@H]2OC(=O)C(=C)[C@H]12 | 73
78 | CC1=CC(=O)C2=C(C)C[C@H](O)[C@@H]3[C@H](OC(=O)[C@@H]3C)[C@@H]12 | 4
79 | c1ccc(C2CNCc3ccccc32)cc1 (stereo unspecified) | 4
80 | O=C(c1ccccc1)N1CC2CC(C1)c1cccc(=O)n1C2 (stereo unspecified) | -8
81 | O=C1CCCC2C3CC(CN12)[C@@H]1CCCCN1C3 (stereo partly specified) | -12
82 | O=c1c2ccccc2nc(C(F)(F)F)n1-c1ccccc1 | 1
83 | Clc1ccc(C2CC3CCC2N3)cn1 (stereo unspecified) | -12
84 | CCOC(=O)C1C2c3ccccc3C(c3ccccc32)C1C(=O)OCC (stereo unspecified) | 15

Part of the list above, reformatted.
24: CN1CCCCC1c1ccc(-c2cccnc2)nc1 (stereo unspecified)
  ROS inducer = -2
25: CC1(C)C(C(=O)Nc2ccccc2C#N)C1(C)C
  ROS inducer = 58

(cont.)
# | Structure | ROS inducer
85 | CO[C@H]1[C@H](O)[C@@H](O[C@H]2CC[C@]3(C=O)C4CC[C@]5(C)[C@@H](C6=CC(=O)OC6)CC[C@]5(O)C4CC[C@@H]3C2)O[C@@H](C)[C@@H]1O (stereo partly specified) | 4
86 | COc1cc2c(cc1O)[C@@H]1Cc3ccc(OC)c(O)c3CN1CC2 | -5
87 | C[C@H]1O[C@@H](O[C@H]2[C@@H](O)C[C@H](O[C@H]3[C@@H](O)C[C@H](O[C@H]4CC[C@]5(C)C6CC[C@]7(C)[C@@H](C8=CC(=O)OC8)CC[C@]7(O)C6CC[C@@H]5C4)O[C@@H]3C)O[C@@H]2C)C[C@H](O)[C@@H]1O (stereo partly specified) | 11
88 | CCC1(c2ccc(N)cc2)CCC(=O)NC1=O (stereo unspecified) | 6
89 | CCNC(=S)N1CCN(CC(=O)Nc2ccc(Cl)cc2C(=O)c2ccccc2)CC1 | 19
90 | NC1=C(C(=O)OCc2ccccc2)C2(C(=O)Nc3ccc(Br)cc32)C2=C(O1)C(=O)CCC2 (stereo unspecified) | -7
91 | CO[C@H]1[C@H](O)[C@H](O[C@H]2CC[C@]3(C)C4CC[C@]5(C)[C@H](C6=CC(=O)OC6)CC[C@]5(O)C4CC[C@@H]3C2)O[C@@H](C)[C@@H]1O[C@@H]1O[C@H](CO[C@@H]2O[C@H](CO)[C@@H](O)[C@H](O)[C@H]2O)[C@@H](O)[C@H](O)[C@H]1O (stereo partly specified) | 6
92 | NCC(CS(=O)(=O)O)c1ccc(Cl)cc1 (stereo unspecified) | -5
93 | C[C@@H]1CN([C@H](C)CO)C(=O)CCCn2nncc2CO[C@@H]1CN(C)C(=O)Oc1ccc2ccccc2c1 | 149*
94 | COc1cc2c(cc1O)C1Cc3ccc(OC)c(O)c3CN1CC2 (stereo unspecified) | 0
95 | CCOC(=O)c1c(C)n(C(C)C)c2ccc(OC(=O)c3ccccc3)cc12 | 0
96 | O=C1CCCN1CC#CCN1CCCC1 | -4
97 | COc1ccc2c3c1O[C@H]1[C@@H](O)C=C[C@H]4C(C2)N(C)CCC341 (stereo partly specified) | -4
98 | Cc1ccccc1OCCCn1cc(C(=O)C2CC2)c2ccccc21 | 13
99 | C[C@]12N[C@H](Cc3ccccc31)c1ccccc12 | -10&-6

In another format: 4 of the compounds above.
[93] C[C@@H]1CN([C@H](C)CO)C(=O)CCCn2nncc2CO[C@@H]1CN(C)C(=O)Oc1ccc2ccccc2c1
  ROS inducer = 149*
[94] COc1cc2c(cc1O)C1Cc3ccc(OC)c(O)c3CN1CC2 (stereo unspecified)
  ROS inducer = 0
[95] CCOC(=O)c1c(C)n(C(C)C)c2ccc(OC(=O)c3ccccc3)cc12
  ROS inducer = 0
[96] O=C1CCCN1CC#CCN1CCCC1
  ROS inducer = -4

Single values from the entries so far.
#99 in ROS inducer is listed with -10&-6
#88 in ROS inducer is listed with 6
#89 in ROS inducer is listed with 19
